# Assay outcomes from PubChem.
# Pol iota inh: blocks human DNA polymerase iota activity; AID 588590; Q9UNA4; Potency, µM (doses to about 115 µM), for inactives: at the top dose activity, negative = inhibition, most hits filed as inhibitors; hit rate 1% among 390,000; Pol iota fluorescent replication assay, 10 min; also: potency is read from the fitted curve at half-maximal effect
#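 Fluorescent replication assay read twice, at 0 min and 10 min after adding 50 nM (final) substrate. Enzyme (10 nM) and compounds were first incubated 15 min at room temperature; enzyme-free buffer wells were negative controls.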
# BLM inh: blocks DNA unwinding by human BLM helicase | P54132 | recombinant BLM DNA unwinding, fluorescence dequenching | Potency, µM (series often up to 56.1 µM), for the others: top-dose activity change, negative = inhibition, actives largely listed as inhibitors | hit rate 0.2% among 350,000 | AID 2528;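 also: potency is read from the fitted curve at half-maximal effect; plate controls were vehicle for no effect and no enzyme for full effect; nearly all actives have a fitted effect of over 35% in size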
# Pol eta inh: DNA polymerase eta (human) inhibition; recombinant Pol eta, fluorescent DNA replication assay; Q9Y253; hit rate 1.2% among 390,000; Potency, µM (highest dose often 114 µM), for inactives: top-dose activity change, negative = inhibition, usual class: inhibitors; AID 588591; also: potency is read from the fitted curve at half-maximal effect; % is scaled to controls: 0 for no effect and ±100 for the full control effect
#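 Pol eta at 10 nM preincubated with compounds 15 min at room temperature; reaction started with fluorescent substrate (50 nM final) and read kinetically at 0 and 10 min.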
# Pol kappa inh: inhibitors of human DNA polymerase kappa; Q9UBT6; purified Pol kappa, fluorescent DNA synthesis assay, 10 min; Potency, µM (titrated, usually from 107 µM), for inactives: at the highest dose activity, negative = inhibition, usual class: inhibitors; hit rate 0.53% among 400,000; also: potency is read from the fitted curve at half-maximal effect; % is scaled to controls: 0 for no effect and ±100 for the full control effect
# Target sequence (Q9UBT6 whole entry, looked up): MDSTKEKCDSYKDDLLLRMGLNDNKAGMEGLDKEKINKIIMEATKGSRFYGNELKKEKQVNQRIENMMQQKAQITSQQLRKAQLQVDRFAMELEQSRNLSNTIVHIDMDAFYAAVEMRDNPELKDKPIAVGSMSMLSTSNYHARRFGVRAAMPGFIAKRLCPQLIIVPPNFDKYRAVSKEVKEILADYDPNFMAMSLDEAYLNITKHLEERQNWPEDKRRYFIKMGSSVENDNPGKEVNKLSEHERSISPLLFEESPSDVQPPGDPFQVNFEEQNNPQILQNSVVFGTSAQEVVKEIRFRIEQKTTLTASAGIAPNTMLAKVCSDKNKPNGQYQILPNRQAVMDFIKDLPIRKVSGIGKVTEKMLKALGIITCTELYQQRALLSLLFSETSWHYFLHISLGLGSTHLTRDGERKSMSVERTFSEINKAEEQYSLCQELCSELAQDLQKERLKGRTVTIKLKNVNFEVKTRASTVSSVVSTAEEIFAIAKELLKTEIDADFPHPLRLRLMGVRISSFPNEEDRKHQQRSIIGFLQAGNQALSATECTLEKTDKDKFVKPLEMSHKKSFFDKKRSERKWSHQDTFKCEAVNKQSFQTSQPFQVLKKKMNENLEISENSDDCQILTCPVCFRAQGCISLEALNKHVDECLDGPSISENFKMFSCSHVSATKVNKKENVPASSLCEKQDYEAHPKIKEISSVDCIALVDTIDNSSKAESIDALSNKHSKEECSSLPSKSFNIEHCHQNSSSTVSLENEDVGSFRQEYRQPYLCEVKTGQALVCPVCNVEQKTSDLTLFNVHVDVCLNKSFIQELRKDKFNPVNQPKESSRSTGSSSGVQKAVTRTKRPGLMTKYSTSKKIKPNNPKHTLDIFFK
#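 Activity was followed as the change in fluorescence between reads at 0 and 10 min after starting the reaction with 50 nM substrate. Beforehand, 10 nM polymerase had been preincubated with compound for 15 min at room temperature.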
# LDHA inh: LDHA (human) enzyme inhibition | P00338 | purified LDHA, NADH/diaphorase-resazurin fluorescence; active compounds read low | activity change, % (values are at about 110 or 230 µM) | hit rate 0.15% among 480,000 | AID 1347041; in the data active = activity change below about -30%; inconclusive = mostly about -25% to -30%;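 also: plate controls were DMSO wells for no effect and wells without enzyme for full effect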
#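 Remaining NADH was detected by diaphorase (0.133 mg/mL) converting 37 µM resazurin to fluorescent resorufin, read at 0 and 20 minutes. The preceding 5-minute room-temperature reaction used 2 nM LDHA, 0.2 mM sodium pyruvate and 0.06 mM NADH at pH 7.4.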
# Glioma ERSR ind: ER stress response induction in glioma | Potency, µM, without a hit: at the top dose activation, hits mostly activators | AID 602332 | U87-MG GRP78 promoter luciferase reporter, 16 h | hit rate 0.02% among 420,000; also: potency is read from the fitted curve at half-maximal effect; series mostly up to about 76 µM; % of control where 0% means no effect; nearly all actives have a fitted effect of over 35% in size
#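 ERSR induction read as luciferase luminescence (Bright-Glo, 10 min at room temperature) in stably transfected human U87-MG glioma cells exposed to compounds for 16 h, using GRP78 as sensor.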
# Pol beta inh: inhibitors of human DNA polymerase beta | hit rate 1.3% among 340,000 | P06746 | Pol beta primer extension/strand displacement, fluorescence kinetic | AID 485314 | Potency, µM (doses to about 114 µM), for the others: at the highest dose activity change, negative = inhibition, hits mostly inhibitors; also: potency is read from the fitted curve at half-maximal effect; % is scaled to controls: 0 for no effect and ±100 for the full control effect
#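 Pol beta (10 nM) was preincubated with compound for 15 min at room temperature. The reaction was then started with 50 nM substrate and read immediately and after a further 10 min at room temperature.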
# APE1 inh: blocks human APE1 abasic DNA cleavage; hit rate 0.35% among 350,000; recombinant APE1, TAMRA/BHQ-2 abasic DNA cleavage fluorescence; Potency, µM (doses to about 65.8 µM), inactives show at the highest dose activity change, negative = inhibition, most hits filed as inhibitors; P27695;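 also: potency is read from the fitted curve at half-maximal effect; plate controls were vehicle for no effect and reference inhibitor for full effect; nearly all actives have a fitted effect of over 55% in size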
#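 Activity was derived from the fluorescence gain between first and third kinetic reads (60 s intervals, ex 525/em 598 nm) after 50 nM THF-abasic TAMRA/BHQ-2 duplex was added to 0.75 nM APE1 preincubated 15 min with compound.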
# Anesthetic bind: binds horse apoferritin like a general anesthetic; P02791; apoferritin/1-aminoanthracene competitive binding, fluorescence; Potency, µM (top dose mostly 77.5 µM), for inactives: top-dose activity change, negative = displacement, hits mostly inhibitors; hit rate 0.074% among 350,000; AID 485281; also: potency is read from the fitted curve at half-maximal effect; % is scaled to controls: 0 for no effect and ±100 for the full control effect; nearly all actives have a fitted effect of over 20% in size
# Target sequence (P02791 2-175 limits assumed): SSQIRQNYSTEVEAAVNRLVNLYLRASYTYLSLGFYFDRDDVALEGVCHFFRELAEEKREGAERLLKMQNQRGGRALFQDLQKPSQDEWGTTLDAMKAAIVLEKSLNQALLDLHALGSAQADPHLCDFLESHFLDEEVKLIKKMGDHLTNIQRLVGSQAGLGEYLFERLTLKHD
#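 Probe: 1-aminoanthracene (50% saturated, PBS). Protein: horse-spleen apoferritin, 10 uM. Incubation: 10 min, room temperature. Detection: 380 nm excitation, 535 nm emission. Analysis: normalized response, four-parameter Hill.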
# An asterisk follows results filed as active; ? = inconclusive; . = not tested or not shown; [ ] = remark or other dose. Unless noted, calls follow the shape of the dose curve; as a rule, active = well fitted curve in the direction sought with a large enough effect; inconclusive = small, poorly fitted or top-dose-only effect, or another doubt; inactive = no such curve, though single readings can be large; an effect the other way counts as inactive or inconclusive. A portion of the library; rates above refer to the full screens.
1. O=C1/C(=C/c2ccc(O)c(O)c2)SC(=S)N1Nc1ccccc1
2. Cc1ccc(OCCNS(=O)(=O)c2cccs2)cc1
3. O=[N+]([O-])c1ccc(-c2c(-c3ccccc3)ncc3cc(F)ccc23)cc1
4. CC1=C(c2ccc(C)cc2)S(=O)(=O)NC1=NCCCN1CCN(c2ccccc2F)CC1
5. c1ccc(Cn2nnnc2CN2CCCC2)cc1
6. COc1ccc(C=NNC(=O)c2cc(C)oc2C)cc1O
7. COc1ccc(CC(=O)Nc2ccc(-c3nnc(-c4ccc(C)cc4)o3)cc2)cc1
8. Cc1cc(C(=O)Nc2cccc(F)c2)c2c(C)nn(-c3cccc(Cl)c3C)c2n1

Screen / compound no.	1	2	3	4	5	6	7	8
Pol iota inh	14µM*	22%	-9%	21%	-2%	-10%	-7%	2%
BLM inh	?	0%	.	-1%	4%	.	-3%	-4%
Pol eta inh	7.9µM*	-7%	-15%	5%	4%	-4%	-6%	-11%
Pol kappa inh	-42%	-7%	-13%	-1%	-2%[60.1 µM]	-15%	6%	1%
LDHA inh	19	-4	-13	-2	-3	2	2	-8
Glioma ERSR ind	-1%	9%	-1%	-2%	-2%	-1%	0%	-2%
Pol beta inh	-12%	-2%	.	-3%	5%	.	9%	40%
APE1 inh	70%[activator]	9%	-9%	.	25%	5%	15%	.
Anesthetic bind	?	-18%	.	-4%	2%	.	5%	-17%

9. CN(C)CCn1c(=S)[nH]c2ccc(Cl)cc2c1=O
10. COC(=O)N/N=C/c1cc(Cl)cc(Cl)c1OCc1ccccc1
11. COc1ccc(C(=O)Nc2cccc(C)c2)cc1S(=O)(=O)N1CCOCC1
12. COc1ccc(NC(=O)Nc2nnc(N3CCCCCC3)s2)c(OC)c1
13. O=C(Nc1ccccc1)c1ccc(Cn2cc(C(F)(F)F)ccc2=O)cc1
14. COc1cc(C2N(Cc3ccccc3)CCN2Cc2ccccc2)ccc1OC(C)=O
15. Cc1ccc(NC2=NCC(=O)N2Cc2ccccc2)c(C)c1
16. CC(C)(C)c1ccc(S(=O)(=O)NCC(=O)Nc2sc3c(c2C(N)=O)CCCC3)cc1

Screen / compound no.	9	10	11	12	13	14	15	16
Pol iota inh	?	17%	10%	29%	-3%	9%	-7%	2%
BLM inh	27%	-1%	1%	0%	-4%	-2%	1%	0%
Pol eta inh	-16%	-2%	-14%	?	0%	-17%	-16%	?
Pol kappa inh	0%	-6%	-8%[60.1 µM]	-3%	-13%	0%	-4%	-11%
LDHA inh	-2	-9	-2	7	-3	2	0	-3
Glioma ERSR ind	-1%	-2%	-2%	0%	1%	-3%	-2%	-5%
Pol beta inh	25%	19%	-11%	-3%	?	?	22%	8%
APE1 inh	-7%	-1%	0%	.	-3%	-13%	-3%	16%
Anesthetic bind	-1%	-10%	-4%	-4%	-13%	-9%	2%	-13%

17. O=C(COC(=O)CN1C(=O)c2ccccc2C1=O)Nc1ncc(Cl)cc1Cl
18. O=C(CN1CCCN(S(=O)(=O)c2ccc(Br)cc2)CC1)Nc1cccc(C(F)(F)F)c1
19. COc1ccccc1N1CCN(C2CCCN(C(=O)CCc3cnccn3)C2)CC1 (configuration not stated)
20. COc1ccc(Nc2ncnc3scc(-c4ccc(OC)cc4)c23)cc1
21. COC(=O)NNC(=O)c1ccc(C)cc1
22. CC(C)(C)NC(=O)C(c1ccco1)N(C(=O)c1csnn1)c1ccccc1 (configuration not stated)
23. COc1cc(C2Nc3ccc4ncccc4c3C3=C2C(=O)CC(C)(C)C3)cc(OC)c1O (configuration not stated)
24. Cc1noc(/C=C/c2ccccc2F)c1S(=O)(=O)N1CCC(C(=O)N(C)Cc2ccco2)CC1

Screen / compound no.	17	18	19	20	21	22	23	24
Pol iota inh	-8%	?	5%	26%	35%[activator]	-2%	29%	33%[activator]
BLM inh	-6%	-9%	2%	-4%	-1%	0%	-1%	-3%
Pol eta inh	?	-16%	-16%	-9%	-18%	-11%	-7%	-11%
Pol kappa inh	-12%	-1%	-4%	-14%	-2%	8%	-6%	-15%[60.1 µM]
LDHA inh	0	1	1	-3	3	-5	36	-3
Glioma ERSR ind	-3%	10%	-4%	-4%	-7%	-2%	-1%	0%
Pol beta inh	?	15%	28%	18%	-1%	-17%	5%	2%
APE1 inh	-1%	.	39%	3%	24%	-2%	-3%	.
Anesthetic bind	?	9%	-8%	-18%	-5%	-13%	-23%	?

25. CSc1nc(N)c2c(n1)OC(N)=C(C#N)C2c1cccnc1 (configuration not stated)
26. O=C(NCCC1=CCCCC1)c1ccc2c(c1)N(Cc1cccc(Cl)c1)C(=O)c1ccccc1S2=O (configuration not stated)
27. O=c1nc2n(-c3ccccc3F)c3ccccc3cc-2c(=O)[nH]1
28. C=CCN1C(=O)c2ccc(C(=O)OCC(=O)N(CC)C3CCS(=O)(=O)C3)cc2C1=O (configuration not stated)
29. COc1ccc(C=Nc2cccc3ncccc23)cc1
30. CC(C)OC(=O)C(=O)NNc1ccccc1
31. O=c1cc(O)c2c([nH]1)CCC2
32. COc1ccccc1NC(=O)C1CCN(S(=O)(=O)c2cccs2)CC1

Screen / compound no.	25	26	27	28	29	30	31	32
Pol iota inh	-26%	6%	?	10%	96%	-9%	10%	-17%
BLM inh	-1%	-3%	-2%	.	-12%	1%	.	.
Pol eta inh	-5%	-11%	1%	-7%	-16%	-11%	.	-6%
Pol kappa inh	-4%	-6%[60.1 µM]	-3%	-6%	-6%	-1%	-11%	0%
LDHA inh	-5	-4	0	-1	7	1	8	-6
Glioma ERSR ind	-4%	-1%	-2%	-4%	-3%	-3%	-1%	-5%
Pol beta inh	-17%	10%	-7%	.	29%	27%	.	.
APE1 inh	4%	.	.	4%	8%	2%	.	29%
Anesthetic bind	-5%	8%	387%[activator]	.	-4%	-6%	.	.

33. O=C(CN(C(=O)c1csnn1)c1ccc(Cl)cc1)NC1CCCC1
34. CCc1nnc(NC(=O)C2CC(=O)N(C3CCCCC3)C2)s1 (configuration not stated)
35. CC1=C(C(=O)OC2CCCC2)C(c2c(Cl)cccc2Cl)CC(=O)N1 (configuration not stated)
36. Cn1ccc(NC(=O)Nc2ccc(Cl)cc2Cl)n1
37. COc1ccc(-c2nc(C#N)c(NCc3ccc(F)cc3)o2)cc1OC
38. C=CCN1C(=O)C(O)(CC(=O)c2ccccc2)c2ccccc21 (configuration not stated)
39. COc1ccc2c(c1)c(C(=O)O)c(C)n2CCc1ccc(OC)c(OC)c1
40. O=C(O)c1ccc(-c2nnc(-c3ccc([N+](=O)[O-])cc3)o2)cc1

Screen / compound no.	33	34	35	36	37	38	39	40
Pol iota inh	21%	45%[activator]	6%	131%[activator]	-2%	-12%	59%[activator]	-26%
BLM inh	-3%	2%	-7%	2%	0%	1%	-1%	-2%
Pol eta inh	-10%	-6%	-22%	-4%	-6%	-16%	-6%	-9%
Pol kappa inh	-4%	3%	-5%	-21%	-8%	-2%	-4%	7%
LDHA inh	-3	-3	-3	-6	-1	-2	-1	3
Glioma ERSR ind	-3%	-4%	-2%	4%	-11%	-3%	-4%	-4%
Pol beta inh	26%	-26%	?	0%	25%	?	5%	0%
APE1 inh	28%	-3%	.	-2%	-5%	0%	-5%	11%
Anesthetic bind	-6%	-12%	?	-10%	-5%	?	-6%	1%

# In a second layout: entries from further up.
# Every second line gives: Pol iota inh	BLM inh	Pol eta inh	Pol kappa inh	LDHA inh	Glioma ERSR ind	Pol beta inh	APE1 inh	Anesthetic bind
37. COc1ccc(-c2nc(C#N)c(NCc3ccc(F)cc3)o2)cc1OC
→ -2%	0%	-6%	-8%	-1	-11%	25%	-5%	-5%
38. C=CCN1C(=O)C(O)(CC(=O)c2ccccc2)c2ccccc21 (configuration not stated)
→ -12%	1%	-16%	-2%	-2	-3%	?	0%	?
39. COc1ccc2c(c1)c(C(=O)O)c(C)n2CCc1ccc(OC)c(OC)c1
→ 59%[activator]	-1%	-6%	-4%	-1	-4%	5%	-5%	-6%
40. O=C(O)c1ccc(-c2nnc(-c3ccc([N+](=O)[O-])cc3)o2)cc1
→ -26%	-2%	-9%	7%	3	-4%	0%	11%	1%

# The listing continues.
41. O=C(CN1C(=O)NC(CCc2ccccc2)C1=O)N1CCCCCC1 (configuration not stated)
42. O=C1NCCN(Cc2ccc(F)cc2)C1CC(=O)N1CC=C(c2ccccc2)CC1 (configuration not stated)
43. O=C(Cc1c[nH]c2ccccc12)Nc1cccc(S(=O)(=O)N2CCCCC2)c1
44. COc1ccc(Br)cc1C1NC(=O)c2c(sc3c2CCN(C)C3)N1 (configuration not stated)
45. CC(=O)N1N=C(c2ccc(C)cc2)OC1c1ccc(Br)cc1 (configuration not stated)
46. C#CCOCCOCCOCCNc1nc(N2CCN(C(=O)[C@H](CC(N)=O)n3cc(C(N)[C@@H](C)CC)nn3)CC2)nc(N2CCN(C(=O)[C@H](CCCCN)n3cc([C@@H](N)CC(N)=O)nn3)CC2)n1 (some centres not stated)
47. CN(Cc1ccccc1)C(=O)Cn1ncc2c3ccccc3n(Cc3cccc(Cl)c3)c2c1=O
48. CSCCC(C(=O)N(C)CC(=O)Nc1cccc(F)c1)N1C(=O)c2ccccc2C1=O (configuration not stated)
49. Cc1ccc(C)c(S(=O)(=O)N2CCCC2CNC(=O)C(=O)NCc2ccccc2)c1 (configuration not stated)

Screen / compound no.	41	42	43	44	45	46	47	48	49
Pol iota inh	28%	28%	.	5%	62%[activator]	3%	-11%	17%	22%
BLM inh	.	-6%	-11%	-4%	8%	.	-11%	.	.
Pol eta inh	-4%	7%	.	6%	-5%	-12%	-22%	-3%	-17%
Pol kappa inh	-19%	-12%	.	-2%	-15%	2%	-8%	-6%	-1%
LDHA inh	-9	14	.	-2	1	-2	-10	-4	-1
Glioma ERSR ind	-3%	-1%	.	-3%	2%	-4%	-2%	2%	-3%
Pol beta inh	.	-12%	0%	14%	5%	.	?	.	.
APE1 inh	9%	0%	-1%	2%	8%	5%	.	-9%	26%
Anesthetic bind	.	-10%	-19%	-6%	-1%	.	-6%	.	.
